Source: PubChem
Bcl-xL primary – inhibitors of human Bcl-xL, primary screen, biochemical, fluorescence polarization, HTS; Bcl-2-like protein 1 (Homo sapiens), Q07817; GST-Bcl-xL / FITC-Bim BH3 peptide fluorescence polarization; inhibition, % at 10.9 µM; 320,000 tested, 0.7% active; AID 2129, 2009;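 active = inhibition above the mean of all tested compounds plus 3 SD, cutoff set per campaign, cut at about 30% in these data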;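 also: 0% = DMSO wells and 100% = unlabeled Bim-BH3 peptide competitor; inhibitors lower millipolarization by displacing the labeled peptide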
VLA-4 inh – inhibition in human VLA-4 binding assay, primary screen, VLA-4 allosteric modulator project, MLPCN library, flow cytometry, VLA-4 expressing cells | Integrin alpha-4 (Homo sapiens), P13612 | ligand binding flow cytometry | inhibition, % (about 7 µM as worked out from the volumes in the protocol) | 330,000 tested, 0.2% active | AID 2557, 2010; in the data active = inhibition above about 50%
Target sequence (P13612 whole entry, looked up): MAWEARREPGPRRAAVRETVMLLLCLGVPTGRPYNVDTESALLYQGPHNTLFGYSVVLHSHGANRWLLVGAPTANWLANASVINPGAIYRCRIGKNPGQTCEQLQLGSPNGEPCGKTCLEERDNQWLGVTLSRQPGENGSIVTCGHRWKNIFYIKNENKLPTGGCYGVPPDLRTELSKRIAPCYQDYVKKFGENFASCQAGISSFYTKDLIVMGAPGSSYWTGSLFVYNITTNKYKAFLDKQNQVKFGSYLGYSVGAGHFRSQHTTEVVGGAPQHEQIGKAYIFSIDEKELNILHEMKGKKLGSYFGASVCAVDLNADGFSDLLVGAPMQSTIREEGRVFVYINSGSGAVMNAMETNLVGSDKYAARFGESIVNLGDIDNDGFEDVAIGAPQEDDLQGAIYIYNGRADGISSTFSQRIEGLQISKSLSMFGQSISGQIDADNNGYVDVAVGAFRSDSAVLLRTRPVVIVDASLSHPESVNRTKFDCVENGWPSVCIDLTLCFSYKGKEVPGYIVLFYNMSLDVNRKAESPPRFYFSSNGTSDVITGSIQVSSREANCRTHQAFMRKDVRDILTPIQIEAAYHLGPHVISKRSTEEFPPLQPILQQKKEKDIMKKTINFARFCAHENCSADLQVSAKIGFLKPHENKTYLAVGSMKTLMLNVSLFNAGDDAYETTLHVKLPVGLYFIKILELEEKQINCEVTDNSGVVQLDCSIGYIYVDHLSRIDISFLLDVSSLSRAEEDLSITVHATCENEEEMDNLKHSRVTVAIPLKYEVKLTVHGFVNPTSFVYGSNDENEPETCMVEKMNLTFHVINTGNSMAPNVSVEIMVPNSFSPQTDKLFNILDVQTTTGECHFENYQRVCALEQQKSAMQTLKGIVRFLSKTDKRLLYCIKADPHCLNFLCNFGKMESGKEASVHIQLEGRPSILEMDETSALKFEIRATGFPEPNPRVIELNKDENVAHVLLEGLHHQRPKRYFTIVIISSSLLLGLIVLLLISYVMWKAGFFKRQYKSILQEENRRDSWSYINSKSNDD
GRK2 aptamer HTS – compounds blocking aptamer binding on GRK2 – biochemical, human GRK2, bead flow cytometry, HTS, primary screen; AID 488847, 2010; FAM-aptamer displacement from GRK2; inhibition of aptamer binding, % at 10 µM; Beta-adrenergic receptor kinase 1 (Homo sapiens), P25098; 330,000 tested, 0.59% active;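 active = inhibition of aptamer binding above 40%, roughly 3 SD of noise, on plates passing a quality check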;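 also: median bead fluorescence of bound FAM aptamer so fluorescent compounds give negative values; no value below 0 was filed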
MCL1-BIM inh – inhibitors of MCL1 binding to BIM-BH3, primary screen, biochemical, fluorescence polarization; inhibition, % at 10.9 µM; GST-MCL1 / FITC-Bim-BH3 fluorescence polarization; 320,000 tested, 0.68% active; AID 2057, 2009; Induced myeloid leukemia cell differentiation protein Mcl-1 (Homo sapiens), Q07820;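 active = inhibition above the mean inhibition of all tested compounds plus 3 SD, set per campaign, cut at about 40% in these data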;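 also: 0% = DMSO wells and 100% = unlabeled Bim-BH3 peptide control; higher means more loss of mP so more displacement of Bim peptide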
CIT2-GFP yeast – modulators of CIT2-GFP expression in yeast, primary screen, S. cerevisiae, GFP fusion, multiplex flow cytometry, MLPCN library | AID 2029, 2009 | 320,000 tested, 0.065% active | S. cerevisiae CIT2-GFP strain, 3 h; 100 means same as DMSO wells | GFP response vs DMSO, % at 10 µM;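 active = GFP response relative to DMSO above a set limit, near the screen mean plus 3 SD, cut at about 150% in these data; inconclusive = Fewer than 70 cells measured for a yeast strain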;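 also: ratio of well median GFP fluorescence to mean of DMSO wells on the plate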
Yeast superoxide – reduction of superoxide in aged yeast, primary screen, HTS; 330,000 tested, 0.18% active; S. cerevisiae aged cells, superoxide DHE fluorescence; hits give low values; superoxide response (% of plate mean), % at 10 µM;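 active = superoxide response under a set limit, about three screen SD below normal, cut at about 65% in these data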;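 also: yeast aged for seven days with compound at 30 °C before DHE staining; 100% = average MFI of all compound-treated wells on the plate with controls excluded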
GLD-1 RNA inh – GLD-1/TGE RNA complex disruptors, primary screen, biochemical, fluorescence polarization; purified GLD-1 + fluorescein TGE RNA; Female germline-specific tumor suppressor gld-1 (Caenorhabditis elegans), Q17339; inhibition, % at 5.96 µM; 320,000 tested, 0.44% active;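 active = percent inhibition above a per-plate cutoff, the plate mean of test compounds plus 3 SD, cut at about 30% in these data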;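 also: 0% = DMSO wells with GLD-1 and probe and 100% = wells lacking GLD-1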
MEX-5 binding – MEX-5 zinc finger RNA-binding disruptors – biochemical, C. elegans, fluorescence polarization, MLPCN library, primary screen | activity score (negative = inhibition of binding), % at 10 µM | 300,000 tested, 0.38% active | Zinc finger protein mex-5 (Caenorhabditis elegans), Q9XUB2 | MEX-5/FITC-TCR2 RNA binding; hits give low values;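 active = inhibition past about -25% in most replicates, and total fluorescence under double the plate's negative control median, limit read from the data; inconclusive = replicates evenly split on the limit, or fluorescence at least double controls; inactive = too little inhibition in most replicates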;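 also: 0% = DMSO and -100% = 5 µM competing unlabeled TCR2 RNA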
AGP1-GFP MLPCN – modulators of AGP1-GFP expression in yeast TOR pathway, primary screen, cell-based, multiplex flow cytometry, S. cerevisiae, MLPCN library; 3 h; GFP as percent of DMSO wells; GFP response vs DMSO, % at 10 µM; 320,000 tested, 0.02% active;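 active = GFP response relative to DMSO above a set limit, near screen average plus 3 SD, cut at about 150% in these data; inconclusive = fewer than 70 cells counted for the yeast strain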;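 also: median GFP channel fluorescence of the gated AGP1 strain per well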
The depositor's hits bear a star; ? = inconclusive; nt = no result given.

SMILES	Bcl-xL primary	VLA-4 inh	GRK2 aptamer HTS	MCL1-BIM inh	CIT2-GFP yeast	Yeast superoxide	GLD-1 RNA inh	MEX-5 binding	AGP1-GFP MLPCN
Cc1ccc(NS(=O)(=O)c2cn(C)c(=O)n(C)c2=O)c(C)c1	1.4	-18.2	3.0	-2.0	103.0	89.2	0.0	0.2	104.5
Cn1cc(S(=O)(=O)NCCc2ccccc2)c(=O)n(C)c1=O	6.7	20.7	2.0	3.8	93.0	104.2	8.5	nt	104.7
CC1(C)CC(=O)C=C(c2ccc(F)nc2)C1	0.1	-0.7	0.0	-5.2	100.7	95.6	2.9	nt	92.7
O=C(Cc1ncon1)Nc1ccc(F)c(F)c1F	5.4	-19.2	0.0	13.3	?	102.4	-2.5	2.0	?
O=C(COC(=O)c1nc(Cl)c(Cl)c(Cl)c1Cl)NCc1ccccc1	2.9	2.2	7.0	4.3	96.4	110.9	4.3	nt	99.7
O=C(NCc1cccs1)c1nn2cccnc2c1Cl	11.4	2.2	0.0	7.0	93.0	104.6	7.5	2.3	nt
O=C(Nc1ccc2c(c1)OCCO2)C1CCN(S(=O)(=O)c2ccc3c(c2)OCCO3)CC1	5.5	7.2	0.0	3.9	105.1	104.0	-4.8	0.7	101.0
O=C(Cn1c(=O)c2sccc2n(Cc2ccc([N+](=O)[O-])cc2)c1=O)NCCc1ccccc1	0.9	7.2	1.0	1.9	95.8	93.5	5.3	-0.7	96.6
CC(NC(=O)c1cc2cc(F)ccc2[nH]1)c1ccccc1 (centres undefined)	1.3	5.3	4.0	3.2	100.3	89.5	-0.7	1.2	109.1
COc1ccc(NC(=O)CN2CCCCC2)c([N+](=O)[O-])c1	-1.0	16.3	2.0	-1.1	89.6	133.6	3.3	1.3	92.8
O=C1CC(N2CCN(Cc3ccc(Cl)cc3)CC2)C(=O)N1CCc1ccccc1 (centres undefined)	1.2	19.6	0.0	-5.8	103.4	101.0	5.0	-2.8	109.7
Cc1cccc(C(C)C)c1NC(=O)c1c(-c2ccccc2)noc1C	-3.6	-27.3	5.0	0.8	98.5	112.9	1.6	1.4	102.9
Cc1nc(C)c(-c2csc(NCCc3ccccc3)n2)s1	-2.3	0.0	0.0	7.2	89.2	98.0	-4.6	-2.1	84.1
CC(NC(=O)COC(=O)CCC(=O)c1ccc(F)cc1)c1ccccc1 (centres undefined)	nt	-3.8	2.0	nt	105.9	87.8	5.2	nt	110.1
O=C(CN1CCCCC1)NN(Cc1ccccc1)c1ccccc1	5.8	-1.4	1.0	1.1	98.0	104.8	-6.3	-1.0	106.3
Cc1nnc(SCC(=O)NC(=O)NC(C)C)s1	5.2	-13.8	2.0	2.6	102.0	90.9	-0.4	0.6	104.4
CC(=O)Nc1ccc(NC(=O)COC(=O)c2cc([N+](=O)[O-])ccc2N2CCOCC2)cc1	-3.5	7.5	0.0	-9.0	109.4	98.0	3.0	2.1	102.3
CN(C)c1ccc(NS(=O)(=O)c2ccc(Cl)cc2)cc1	2.7	11.1	0.0	11.5	106.3	85.3	7.9	-0.8	109.6
COc1ccc(C2CC(c3c(-c4ccccc4)c4cc(Cl)ccc4[nH]c3=O)=NN2S(C)(=O)=O)cc1OC (centres undefined)	0.4	-4.4	0.0	-1.1	106.2	100.4	5.2	-2.3	116.6
O=C(Oc1ccc(N(Cc2cccs2)C2=NS(=O)(=O)c3ccccc32)cc1)c1ccco1	-0.8	1.6	3.0	7.3	99.5	110.3	0.2	-1.6	96.4
Cc1cccc(-c2ccc(NC(=O)C3CCN(CC4CC4)CC3)cc2)c1	5.1	8.2	0.0	2.6	95.8	100.8	11.6	-0.7	96.4
CCN(CC(=O)NCc1cccs1)S(=O)(=O)c1cccc(Br)c1	-3.6	-2.4	0.0	-0.3	88.5	84.9	1.9	nt	88.2
CC1CC(=O)c2cnc(N3CCOCC3)nc2C1 (centres undefined)	1.7	-2.0	0.0	4.3	109.6	99.7	-2.7	0.2	91.2
C=CCC[C@@H](Cc1ccc(F)cc1)C(=O)OC[C@@H](Cc1ccccc1)NC(=O)[C@@H](CC=C)CC(=O)N[C@@H](CO)Cc1ccccc1	nt	6.4	0.0	nt	97.4	110.8	1.1	nt	93.4
CC12CCC(C(=O)N3CCCc4ccccc43)(CC1=O)C2(C)C (centres undefined)	-0.8	3.5	0.0	-0.2	92.0	119.9	-3.4	-1.8	100.0
COc1cc([N+](=O)[O-])ccc1NC(=S)Nn1cnnc1	35.8*	-13.8	0.0	4.0	95.1	86.5	0.8	-2.2	100.4
Cc1ccc(NC(=O)C(=O)NCCc2c[nH]c3ccccc23)c(C)c1	-2.3	0.2	0.0	-6.6	106.9	102.7	6.9	-2.6	114.0
O=C(Nc1ccccc1C(F)(F)F)N1CCCC(O)C1 (centres undefined)	-1.1	4.1	0.0	-2.7	104.8	91.5	3.6	2.7	100.1
Cc1ccccc1Nc1nnc(SCC(=O)c2c(N)n(C)c(=O)n(C)c2=O)s1	-3.6	13.0	0.0	1.0	97.0	99.3	0.7	0.1	92.9
Nn1c(SCC(=O)N2CCCC2=O)nnc1-c1cccs1	-9.3	5.1	2.0	-16.6	88.2	96.9	8.8	1.5	108.9
CCOCCCN(Cc1ccco1)S(=O)(=O)c1csc(C(N)=O)c1	8.5	0.2	3.0	2.1	108.8	83.7	7.6	2.0	105.0
O=C(CCNC(=O)c1ccc([N+](=O)[O-])cc1)NCCc1ccccc1	-1.8	2.6	2.0	-10.4	86.7	105.7	0.6	-0.1	95.4
CCc1nnc(N/N=C/c2cccs2)n1N	5.6	6.7	0.0	3.7	94.9	102.1	7.0	0.7	93.2
COc1cc2c(cc1OC)C(c1ccc(Br)cc1)N(C(=O)c1ccccc1C(=O)O)CC2 (centres undefined)	9.5	14.7	2.0	1.3	99.1	96.0	0.4	3.0	100.1
CCOC(=O)c1c(C)nc2c(c1-c1ccccc1)C(=O)CCC2	7.0	5.0	0.0	1.8	97.5	102.9	-4.6	-3.5	101.1
CSc1ccccc1NC(=O)CSc1nnc(CNC(=O)c2ccccc2F)n1C	3.9	1.0	0.0	2.9	110.5	97.7	4.0	1.2	104.5
CC1CCCCN1S(=O)(=O)c1ccc(-n2cnnn2)cc1 (centres undefined)	3.3	-3.9	0.0	5.7	95.3	106.2	-0.2	1.4	99.4
CSc1nsc(SCC(=O)Nc2ccccn2)n1	7.2	12.7	1.0	6.4	85.6	97.9	1.1	-1.4	109.5
COc1ccc(NC(=O)C2CCN(S(=O)(=O)c3cn(C)nc3C)CC2)cc1	-0.5	-2.1	3.0	-3.8	94.5	112.2	0.2	-1.4	95.4
Cc1c(C(=O)Nc2ccc(S(=O)(=O)N(C)C3CCN(C)CC3)cc2)oc2ccccc12	5.0	37.4	0.0	3.5	89.9	87.3	2.9	nt	101.6
CN(NC(=O)c1ccco1)c1nc2ccccc2nc1C(F)(F)F	4.8	13.2	1.0	4.2	90.2	95.4	5.4	-0.4	104.4
CCCCN1C2CCCC1CC(NC(=O)c1cccc(Cl)c1)C2 (centres undefined)	1.8	-4.5	10.0	-8.9	100.2	105.7	6.6	0.8	92.1
Cc1ccc(C)n1-c1ccncc1	1.4	16.1	0.0	-0.1	130.8	97.8	-0.5	-0.2	123.6
COc1ccc2c(COC(=O)c3n[nH]c4ccccc34)cc(=O)oc2c1	-4.1	-2.7	0.0	-2.5	88.5	91.6	-9.1	-11.8	94.7
COc1ccc(Cn2cc(C(=O)c3ccccc3)c(=O)c3cc(OC)ccc32)cc1	1.8	-45.2	1.0	3.7	92.0	106.2	-2.9	-2.6	101.5
O=c1oc2ccccc2c2c1nc(C(F)(F)F)n2-c1ccccc1	8.0	10.7	0.0	1.4	102.3	106.1	1.4	-2.1	97.0
CCOC(=O)CSc1nnc(CNC(=O)c2cccc(C)c2)n1-c1ccccc1OC	9.1	9.7	0.0	-2.9	101.8	95.9	-4.8	nt	100.7
CCOC(=O)C1CCCN(C(=O)Cn2sc3nc(C)cc(C)c3c2=O)C1 (centres undefined)	2.2	-16.3	0.0	0.6	94.5	107.8	4.0	-5.4	106.4
CCOC(=O)c1c(NC(=O)c2cc(C)on2)c2cc([N+](=O)[O-])ccc2n1C	0.0	6.2	0.0	2.1	101.1	100.3	4.7	-3.9	110.1
CC(NC(=O)COC(=O)c1cc(Cl)ccc1O)C1CC2CCC1C2 (centres undefined)	0.8	19.3	0.0	-2.4	87.8	112.0	7.3	nt	103.6
CCn1c(CNC(=O)COc2ccc(C(C)C)cc2)nnc1SCC(=O)Nc1ccccc1C(C)C	0.1	-2.3	0.0	-8.6	67.5	92.6	1.0	0.6	80.8
Cc1cc(=S)n(-c2ccccc2)n1C	-11.0	0.8	1.0	-28.9	106.1	104.0	-4.0	-0.3	103.7
O=C(CNC(=O)c1cnccn1)Nc1ccc(F)c(F)c1F	-0.4	13.3	0.0	3.4	86.9	95.9	2.4	-1.4	90.7
COC(=O)c1nn(-c2cccc(C(F)(F)F)c2)c(=O)cc1Sc1ccccn1	1.5	0.0	2.0	-5.8	94.3	113.4	3.8	0.2	105.6
Cc1ccc(-c2csc3ncn(/N=C/N(C)C)c(=O)c23)o1	0.6	10.3	0.0	-5.7	104.4	109.8	-2.6	0.4	101.3
O=[N+]([O-])c1cc2c(cc1/C=N\NS(=O)(=O)c1ccccc1)OCO2	13.8	8.7	3.0	2.7	89.8	85.7	-7.2	-0.7	97.1

Additional entries follow:
SMILES	Bcl-xL primary	VLA-4 inh	GRK2 aptamer HTS	MCL1-BIM inh	CIT2-GFP yeast	Yeast superoxide	GLD-1 RNA inh	MEX-5 binding	AGP1-GFP MLPCN
Clc1ccc(Oc2cnns2)c(Cl)c1	1.7	11.4	0.0	5.6	121.2	101.9	6.3	1.9	109.8
Cc1nc2sc(C(c3ccccc3)N3CC(C)OC(C)C3)c(O)n2n1 (centres undefined)	8.2	-17.1	0.0	6.3	114.2	92.2	-1.5	-1.3	104.2
COc1ccc(OC)c(NC(=O)CSc2nnc(-c3ccco3)n2-c2ccccc2)c1	2.3	8.6	0.0	0.0	92.0	146.4	4.7	2.0	102.8
O=C(c1cnn2c(C(F)(F)F)cc(-c3ccco3)nc12)N1CCc2ccccc2C1	-5.7	8.0	1.0	-4.9	101.0	106.4	2.3	-0.9	95.2
CCC(=O)N1CCc2cc(S(=O)(=O)CCC(=O)N3CCN(c4ccc(C(C)=O)cc4)CC3)ccc21	5.2	3.0	1.0	1.9	99.5	129.3	3.2	0.1	104.9
